CHRM5 antagonist: antagonists of human muscarinic M5 receptor (CHRM5) | 360,000 compounds, 0.59% hits | P08912 | CHO-hM5 cells, Fluo-8 calcium fluorescence, ACh EC80 | inhibition, % at 3 µM;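 active = inhibition above a per-plate cutoff, the mean of that plate's test compounds plus 3 SD, cut at about 27% in these data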;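 note: 0% = acetylcholine EC80 with DMSO and 100% = DMSO without agonist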
Target sequence (P08912 whole entry, looked up): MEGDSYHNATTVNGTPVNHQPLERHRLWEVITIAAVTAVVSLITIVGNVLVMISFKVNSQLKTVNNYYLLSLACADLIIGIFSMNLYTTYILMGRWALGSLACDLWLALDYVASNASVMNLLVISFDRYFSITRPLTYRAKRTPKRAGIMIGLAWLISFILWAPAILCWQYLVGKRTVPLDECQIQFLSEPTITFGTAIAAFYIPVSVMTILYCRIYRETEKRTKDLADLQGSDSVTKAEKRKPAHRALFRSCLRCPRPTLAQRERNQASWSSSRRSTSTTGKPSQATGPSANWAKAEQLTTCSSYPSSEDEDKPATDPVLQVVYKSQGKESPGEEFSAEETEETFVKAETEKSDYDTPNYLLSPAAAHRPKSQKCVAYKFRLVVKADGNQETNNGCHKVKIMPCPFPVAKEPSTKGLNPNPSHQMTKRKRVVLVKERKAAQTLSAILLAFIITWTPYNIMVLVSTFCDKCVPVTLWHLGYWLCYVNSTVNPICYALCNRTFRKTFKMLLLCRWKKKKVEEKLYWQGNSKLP
IDE inh: cellular human IDE inhibition; P14735; HEK cells, FAbetaB cleavage, fluorescence polarization; inhibition, % at 5.59 µM; 320,000 compounds, 0.41% hits;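 active = percent inhibition above the average of all tested compounds plus 3 SD, set per screening campaign, cut at about 16% in these data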;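 note: IDE supplied by intact live HEK cells; FP after avidin binding of uncleaved biotin substrate so inhibition keeps polarization high; 0% = DMSO wells and 100% = 60 µM reference IDE inhibitor Ii1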
CHRM5 agonist: CHRM5 agonism in calcium assay | CHO-K1 hM5 cells, Fluo-8 calcium fluorescence; 0% DMSO wells, 100% maximal acetylcholine response | activation, % at 3 µM | 360,000 compounds, 0.19% hits;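 active = activation above the run's mean over test compounds plus 3 SD, cut at about 23% in these data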;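 note: signal is peak over basal fluorescence ratio across the kinetic read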
CRFBP-R2 agonist: CRF-BP/CRF-R2 complex agonism | HEK293 CRF-R2/CRF-BP, calcium dye fluorescence (FLIPR); percent of saturating CRF peptide response | activation, % at 13.2 µM | 350,000 compounds, 0.46% hits;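 active = activation of at least 50%, plus an integration ratio under a set limit after plate pattern correction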;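 note: plate controls were neutral control wells without compound for no effect and CRF at EC100 for full effect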
M4 ag: CHRM4 agonism in calcium assay; P08173; AID 624127; activation, % at 3 µM; CHO-K1 hM4/Gqi5, Fluo-8 calcium fluorescence; vehicle 0%, full acetylcholine response 100%; 360,000 compounds, 0.14% hits;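 active = activation above the run mean over all test wells plus 3 SD, cut at about 32% in these data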;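 note: peak over basal fluorescence ratio per well then scaled between controls; 0% = DMSO wells and 100% = acetylcholine at EC100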
Target sequence (P08173 whole entry, looked up): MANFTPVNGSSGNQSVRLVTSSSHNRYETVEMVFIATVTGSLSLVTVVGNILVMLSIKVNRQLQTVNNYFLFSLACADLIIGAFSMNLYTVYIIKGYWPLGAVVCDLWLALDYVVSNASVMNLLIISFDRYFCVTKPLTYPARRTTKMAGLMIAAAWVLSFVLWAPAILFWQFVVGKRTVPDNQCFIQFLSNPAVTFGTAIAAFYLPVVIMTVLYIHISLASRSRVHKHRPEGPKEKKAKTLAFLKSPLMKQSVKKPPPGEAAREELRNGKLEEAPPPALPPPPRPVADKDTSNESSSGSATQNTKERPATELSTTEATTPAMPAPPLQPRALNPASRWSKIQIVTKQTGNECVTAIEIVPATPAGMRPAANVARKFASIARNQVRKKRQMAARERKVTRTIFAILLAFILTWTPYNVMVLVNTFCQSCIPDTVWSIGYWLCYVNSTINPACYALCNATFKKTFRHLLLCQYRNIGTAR
CHRM4 PAM: potentiates acetylcholine response at human M4 receptor. P08173. CHO-K1 hM4/Gqi5, Fluo-8 calcium fluorescence, ACh EC20; 0% = ACh EC20, 100% = maximal ACh. activation, % at 3 µM. 360,000 compounds, 0.4% hits;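 active = activation above its plate's cutoff, the mean activation of sample wells plus 3 SD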; note: some results filed as inactive read as strong as hits
CHRM5 PAM: positive allosteric modulators of human muscarinic M5 receptor; activation, % at 3 µM; AID 624038; P08912; 360,000 compounds, 0.3% hits; CHO-K1 hM5, Fluo-8 calcium, ACh EC20 PAM; 0% = ACh EC20, 100% = ACh EC100;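 active = activation above the run cutoff, the mean activation of all test compounds plus 3 SD, cut at about 18% in these data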
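Assay system: CHO-K1 hM5 cells / Incubation: Fluo-8 loading 80 min at 37 °C plus 30 min room temperature / Technique: Fluo-8 calcium dye fluorescence, kinetic read / Repeats: single replicate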
CRFBP-R2 block: CRF-BP/CRF-R2 complex antagonism. HEK293 CRF-R2/CRF-BP, CRF-induced calcium fluorescence. 350,000 compounds, 0.59% hits. AID 588475. inhibition, % at 11.8 µM;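 active = inhibition of the ligand-induced calcium signal above about 50% at the single tested concentration, limit read from the data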
M4 antag: antagonists of human muscarinic M4 receptor (CHRM4). CHO-hM4 cells, ACh EC80, Fluo-8 calcium fluorescence. inhibition, % at 3 µM. AID 624125. 360,000 compounds, 0.73% hits;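 active = inhibition above its plate's cutoff, the mean inhibition of sample wells plus 3 SD, cut at about 27% in these data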;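 note: 0% = acetylcholine EC80 with DMSO and 100% = DMSO without agonist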
Numbers without * were called inactive; . = not tested or not shown.

SMILES	CHRM5 antagonist	IDE inh	CHRM5 agonist	CRFBP-R2 agonist	M4 ag	CHRM4 PAM	CHRM5 PAM	CRFBP-R2 block	M4 antag
Cc1nnsc1SCCNC(=O)Nc1ccc(Cl)cc1	32.2*	-3.0	3.6	-0.2	13.9	-3.2	-21.9	25.1	9.1
C[C@@H](NC(=O)c1ncn2c1c(=O)[nH]c1ccc(Br)cc12)c1ccccc1	-8.8	.	-0.2	-1.2	1.8	5.3	4.4	2.1	-13.6
Cc1ccc(OCc2n[nH]c(=S)n2-c2ccc(C)cc2)cc1	1.7	3.8	2.9	-0.6	0.8	-2.0	4.7	11.5	10.5
O=C(CCN1C(=O)C2CC=CCC2C1=O)Nc1ccccc1Cl (configuration not stated)	1.9	-1.2	2.7	0.3	1.1	14.7	-6.8	3.9	0.1
COc1cc(C(=O)NC2CCCC(C)C2C)ccc1OCC(=O)N1CCOCC1 (configuration not stated)	5.0	1.3	1.4	-0.9	0.1	0.2	-1.2	4.9	9.8
Cc1cc(C(=O)Nc2ncn[nH]2)ccc1[N+](=O)[O-]	8.4	-0.7	0.8	-1.5	-0.2	1.0	-1.1	0.0	-5.2
O=C(O)CCNC(=O)/C(=C/C=C/c1ccccc1)NC(=O)c1ccccc1	5.3	4.2	-1.7	-1.1	0.9	1.5	-3.1	8.0	3.1
N#Cc1c(NCCO)ccc([N+](=O)[O-])c1NCCO	5.2	-3.6	-1.8	-0.7	0.1	-1.4	-6.2	20.8	-2.4
C[C@H](CO)N1C[C@H](C)[C@@H](CN(C)Cc2ccc3c(c2)OCO3)Oc2c(NC(=O)C3CC3)cccc2C1=O	2.3	-2.6	-3.4	-2.8	4.7	3.3	3.9	9.0	-16.7
Cc1cccc(C)c1NC(=O)NC1(C(=O)N2CCCCC2)CCCCC1	5.1	1.7	-3.4	0.1	1.8	-2.6	5.3	4.0	-5.1
COC(=O)Nc1nn(-c2ccc(C)cc2)c(=O)c(C#N)c1C	0.9	2.8	-2.2	1.9	0.1	9.6	17.0	-11.9	-16.6
CCCNC(=O)Cc1ccsc1	0.7	2.2	0.2	-1.4	0.2	-8.2	-0.3	-2.9	6.6
COc1ccc(Cc2nnc(SCC(=O)Nc3cc(Cl)ccc3OC)[nH]c2=O)cc1	2.9	2.4	0.9	-0.1	0.7	2.9	2.2	10.9	-0.1
COc1ccc(-c2cc(C(F)(F)F)n3nc(C(=O)NCc4ccco4)cc3n2)cc1OC	-7.1	0.8	-4.5	1.5	1.2	-2.2	2.6	-25.5	-5.5
COc1ccc(OC)c2c(C)c(C)[nH]c12	3.5	-4.4	-4.9	-0.8	1.0	7.6	-3.0	12.2	-9.1
CCCC(C)C(=O)Nc1cc([N+](=O)[O-])ccc1Cl (configuration not stated)	11.7	-4.1	-1.4	0.2	7.9	-2.5	-10.7	-3.9	-0.9
COc1ccccc1CNC(=O)COC(=O)c1ccc(-n2cnnn2)cc1	-0.4	7.2	2.1	1.3	1.1	-0.7	-1.4	7.8	1.0
C/C(=N\NC(=O)C1CC1)c1cccnc1	2.1	-3.3	-1.6	0.0	0.2	6.2	0.4	-0.8	-1.8
COc1cccc(-n2c(SCC(=O)Nc3sc4c(c3C(N)=O)CCC4)nc3ccccc3c2=O)c1	-4.1	2.9	0.9	-2.5	0.5	17.5	3.0	17.0	17.9
Cc1ccnc2nc(C(=O)OCC(=O)c3c[nH]c4ccccc34)nn12	7.9	-2.8	1.9	1.8	-0.1	-16.5	-7.1	8.4	1.2
CSc1ccccc1C(=O)NC1CCCCCC1	0.3	6.7	-6.6	-0.1	0.0	10.2	-2.7	18.4	-1.4
O=S1(=O)N[C@@H](Cc2ccccc2)COc2cc(N3CCN(Cc4ccccc4F)CC3)ccc21	11.1	.	-2.5	.	0.9	-1.6	-9.8	.	-14.8
O=c1[nH]c(=S)[nH]c2c1[C@H](CCc1cccc(Cl)c1)O[C@H](C1CCCC1)C2	-6.9	.	10.5	.	1.4	2.4	7.5	.	-8.5
CCCCN(CC)c1nc(N)c(C#N)c(CC#N)c1C#N	-2.2	12.5	2.0	11.7	3.4	12.2	-0.4	-104.5	0.5
COc1cc(C(=O)OCC(=O)NCCCc2ccccc2)ccc1OCC(C)C	14.4	2.2	-5.1	-1.1	1.1	-5.5	-6.8	6.8	13.5
CCOC(=O)C1=C(c2cccc(Oc3ccccc3)c2)NC(=S)NC1C (configuration not stated)	7.0	3.7	-8.5	-1.6	-0.7	-1.8	-9.8	12.9	-9.4
O=C(Nc1ccc(Cl)c(Cl)c1)Nc1nccs1	22.0	-1.1	13.2	-1.4	17.1	-32.8	-21.1	-7.8	20.6
Cc1ccc(/C=C(/NC(=O)c2ccccc2)C(=O)NC(Cc2c[nH]c3ccccc23)C(=O)O)cc1 (configuration not stated)	7.0	-0.7	-2.5	0.2	0.3	-0.4	-2.3	0.7	3.3
COC(=O)C(CCSC)NC(=O)CNS(=O)(=O)c1ccc(Cl)cc1 (configuration not stated)	-2.8	0.0	-0.8	-1.4	0.3	9.6	0.7	9.3	5.6
Cc1onc(-c2ccccc2)c1C(=O)N(C)CCc1ccccn1	-3.8	2.8	-4.5	1.1	1.3	0.9	3.5	0.9	5.4
FC(F)(F)c1ccc(Cl)c(NC2=NCCCCC2)c1	-1.1	-6.5	-6.0	-0.6	1.1	4.4	6.3	-11.9	-2.4
COc1ccc(NS(=O)(=O)c2ccc(C)c(C(=O)NCCCn3ccnc3)c2)cc1	-8.1	.	-1.0	4.4	1.2	0.8	3.4	-19.2	1.4
O=C(COc1ccccc1)NCC(=O)N/N=C/c1ccco1	-5.9	1.5	-1.2	3.8	0.7	6.8	0.3	15.3	-0.4
CCCn1[nH]cc(SC)c(=O)c1=O	-6.4	0.8	-1.1	-4.4	-0.8	9.6	2.4	34.2	14.1
CC1=C(C)CC(C(=O)Nc2cccc(Cl)c2)C(C(=O)O)C1 (configuration not stated)	-9.8	1.2	-1.5	0.6	0.5	9.5	5.5	10.7	-1.1
Cc1ccc(NC(=O)COC(=O)c2nn(-c3ccc(Cl)cc3)cc2O)cc1	17.9	3.2	-1.9	0.4	0.3	3.3	-8.3	-4.6	-7.3
c1ccc(N/N=C(\Cc2nc3ccccc3[nH]2)c2ccccc2)cc1	-3.4	-2.0	0.1	0.2	4.5	7.4	1.8	-20.7	-9.1
O=C(N/N=C/c1ccc(F)cc1)c1cc(-c2ccc3c(c2)OCO3)n[nH]1	11.2	-5.7	-2.2	5.1	2.3	-0.9	-2.7	5.4	6.0
CCOc1cc(CNCc2ccncc2)cc(Br)c1OCc1ccccc1F	9.4	3.1	1.9	2.7	9.3	1.5	-10.5	-26.3	10.7
CC1C(=O)N(Cc2cn(Cc3ccco3)nn2)CCS(=O)(=O)N1Cc1ccc(-c2ccc(F)cc2Cl)cc1 (configuration not stated)	-1.5	.	-0.2	.	-0.4	-6.7	2.9	.	6.2
CC(=O)Nc1ccc(NC(=O)C(C)OC(=O)c2cccc(S(=O)(=O)N3CCCC3)c2)cc1 (configuration not stated)	-2.6	-5.7	-1.9	0.4	-0.6	-0.4	8.7	-11.4	-0.1
Cc1ccc(N(C)C(=O)CN(C)S(=O)(=O)c2ccc3c(c2)n(C)c(=O)c(=O)n3C)cc1	10.6	4.9	-7.5	-0.6	-0.9	1.0	-4.5	1.4	4.7
Cc1ccc(OCC(=O)NNC(=O)C2CC(=O)N(c3ccc4c(c3)OCCO4)C2)cc1 (configuration not stated)	1.9	6.8	0.6	0.6	0.5	3.3	-0.5	3.2	0.8
CC(=O)c1ccc(NC(=O)CCc2ccc(C)o2)cc1	-6.8	2.9	1.3	-0.5	1.1	-7.8	3.4	13.7	-1.6
Cc1ccc(NC(=O)c2ccc(S(=O)(=O)NCC3CCCO3)cc2)cc1 (configuration not stated)	1.2	-1.4	1.9	-2.0	2.5	-2.6	-2.8	9.9	0.5
Cc1cccc(COc2ccc(S(=O)(=O)N3CCOCC3)cc2[N+](=O)[O-])c1	12.0	.	-0.3	-0.2	1.6	4.0	-3.6	-3.0	-6.3
CCN(Cc1ccccc1)C(c1ccc(C)cc1)c1nnnn1C(C)(C)C (configuration not stated)	3.5	2.9	-0.2	2.4	-0.7	4.2	-1.2	3.9	2.4
CC(C)(C)c1ccc(SCCc2ccccn2)cc1	6.3	-2.6	-1.6	-0.1	-0.2	-2.9	3.3	4.7	-4.3
O=S(=O)(NCC1CCN(c2ccc(S(=O)(=O)N3CCOCC3)cc2)CC1)c1ccc(F)cc1	11.9	1.9	4.7	1.9	14.4	-10.5	2.1	-9.5	7.5
Cc1cc(C(=O)CN2C(=O)NC3(CCC(C)CC3)C2=O)c(C)n1C (configuration not stated)	-11.9	5.2	0.9	-1.1	0.1	-1.7	10.8	12.4	-0.9
Carrying on:
SMILES	CHRM5 antagonist	IDE inh	CHRM5 agonist	CRFBP-R2 agonist	M4 ag	CHRM4 PAM	CHRM5 PAM	CRFBP-R2 block	M4 antag
Oc1ccc(C[C@H]2CNC(=S)N2CC2CCCN2C[C@H](Cc2ccccc2)N2C[C@H](Cc3ccc(O)cc3)N(CCc3ccccc3)C2=S)cc1 (some centres not stated)	3.2	.	2.5	0.3	0.3	7.1	-6.2	-5.1	-8.6
CC(=O)Nc1nc(N)n(-c2ccccc2)n1	-2.8	-0.6	-2.3	-1.7	0.7	5.2	5.1	25.8	17.1
CN(C)C(=O)N1CCC(C(=O)N2CCCC(C(=O)c3cccc4ccccc34)C2)CC1 (configuration not stated)	-2.4	1.1	0.2	-4.4	5.4	-2.4	4.3	6.9	-2.8
COc1ccccc1C(=O)NC(=O)CSc1nnc(N)s1	8.0	2.1	1.9	1.1	-0.1	0.5	-0.1	-4.9	-5.0
Cc1ccc2nc(-c3ccccc3)c(CN3CCN(c4ccccc4F)CC3)n2c1	7.4	-3.5	-1.0	0.0	-0.5	-7.2	-4.7	-5.5	3.1
O=C(Nc1nnc([C@H]2C[C@H](O)[C@@H](CO)O2)s1)c1cccc(Oc2ccccc2)c1	6.1	.	-2.0	.	1.0	6.0	3.2	.	-4.2
COc1ccc(NC(=O)CCN2CCN(S(=O)(=O)c3ccc(OC)cc3)CC2)cc1	-3.8	2.7	2.2	-0.5	0.7	0.2	-1.3	4.4	-8.5
O=C(NCCc1ccccc1)c1ccc2c(c1)OCCO2	-4.0	4.9	-1.4	-2.7	3.4	9.7	5.4	28.4	-27.3

Record cards (already shown). Values in the order: CHRM5 antagonist	IDE inh	CHRM5 agonist	CRFBP-R2 agonist	M4 ag	CHRM4 PAM	CHRM5 PAM	CRFBP-R2 block	M4 antag
Profile of Cc1ccc2nc(-c3ccccc3)c(CN3CCN(c4ccccc4F)CC3)n2c1 : 7.4	-3.5	-1.0	0.0	-0.5	-7.2	-4.7	-5.5	3.1
Profile of COc1ccccc1C(=O)NC(=O)CSc1nnc(N)s1 : 8.0	2.1	1.9	1.1	-0.1	0.5	-0.1	-4.9	-5.0

Compounds from the list above containing a CF3 group (two):
SMILES	CHRM5 antagonist	IDE inh	CHRM5 agonist	CRFBP-R2 agonist	M4 ag	CHRM4 PAM	CHRM5 PAM	CRFBP-R2 block	M4 antag
COc1ccc(-c2cc(C(F)(F)F)n3nc(C(=O)NCc4ccco4)cc3n2)cc1OC	-7.1	0.8	-4.5	1.5	1.2	-2.2	2.6	-25.5	-5.5
FC(F)(F)c1ccc(Cl)c(NC2=NCCCCC2)c1	-1.1	-6.5	-6.0	-0.6	1.1	4.4	6.3	-11.9	-2.4
